Tau fibril FP – blocks human tau fibril formation measured by polarization | AID 1468 | P10636 | Potency, µM (top dose mostly 57.7 µM), for inactives: at the top dose activity, negative = inhibition, most hits filed as inhibitors | 0.39% of 280,000 active | K18 P301L tau heparin fibrillization, Alexa594 FP, 6 h; note: % is set by controls: 0 for no effect and ±100 for the full control effect; nearly all actives have a fitted effect of over 55% in size
Target sequence (P10636 561-689 P618L limits assumed): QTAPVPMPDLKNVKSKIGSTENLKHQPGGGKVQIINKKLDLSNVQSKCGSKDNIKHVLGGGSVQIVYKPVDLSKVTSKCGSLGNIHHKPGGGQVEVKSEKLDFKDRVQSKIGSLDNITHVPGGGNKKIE
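Recombinant K18 P301L […], labeled with Alexa 594 at 0.24 uM over 15 uM unlabeled; heparin inducer 20 uM final; 37 C, 6 hr; FP endpoint.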
GAA spleen mod – lysosomal alpha-glucosidase (human) modulation; P10253; human spleen homogenate, 4-MU-alpha-glucoside fluorescence; Potency, µM (series often up to 79.9 µM), without a hit: top-dose activity change, negative = inhibition, usual class: inhibitors; 0.006% of 240,000 active; AID 2112;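 note: 0% = enzyme with vehicle and -100% = no enzyme basal signal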
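Human spleen homogenate (1 ug) with 4-methylumbelliferyl-alpha-D-glucopyranoside (1 mM final) in 50 mM citrate/phosphate pH 5.0, 0.01% Tween-20; 40 min at 37 C. Stopped at pH 10; 4-MU fluorescence Ex 365/Em 440 nm; AC50 by Hill fit.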
HTT ATP protect – protects HTT-Q103 PC12 cells, measured by ATP; PC12 HTT-Q103 induced, cytoprotection, ATP luminescence, 40 h; Potency, µM (highest dose often 56.4 µM), inactives show cytoprotection (ATP increase), actives largely listed as activators; 0.14% of 230,000 active;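 note: % of control where 0% means no effect; nearly all actives have a fitted effect of over 45% in size; toxic huntingtin expression switched on by the ecdysone agonist tebufenozide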
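Quantitative HTS on tebufenozide-induced (100 nM) PC12 cells expressing HTTQ103 exon 1–GFP; compounds tested as a concentration series; survival measured via cellular ATP.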
Tau fibril ThT – inhibitors of human tau fibril formation, thioflavin T binding | Potency, µM (highest dose often 57.4 µM), for the others: at the top dose activity, negative = inhibition, actives largely listed as inhibitors | 2.1% of 270,000 active | P10636 | AID 1460 | recombinant tau K18 P301L, heparin-induced fibrillization, ThT fluorescence; note: % is set by controls: 0 for no effect and ±100 for the full control effect; nearly all actives have a fitted effect of over 55% in size
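Heparin-induced (20 uM) aggregation of recombinant human K18 P301L tau, 15 uM unlabeled with 0.24 uM labeled, pH 7 acetate buffer, 6 hr at 37 C with compound. Fibrils quantified by 30 uM ThT fluorescence after 1 hr ambient incubation.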
Tau fluor cs – counter-screen for tau fibril formation inhibitors. tau K18 P301L (four-repeat tau fragment) Alexa594 fluorescence, heparin fibrillization. Potency, µM (titrated, usually from 57.7 µM), without a hit: at the highest dose activity change, negative = decrease. 0.93% of 280,000 active; note: % is set by controls: 0 for no effect and ±100 for the full control effect; nearly all actives have a fitted effect of over 55% in size
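Human K18 P301L tau (15 uM unlabeled plus 0.24 uM Alexa 594-labeled, final) in 100 mM sodium acetate pH 7 was mixed with compound and 20 uM heparin and incubated 6 hr at 37 C.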
GLA spleen mod – inhibits or activates alpha-galactosidase in human spleen homogenate | P06280 | human spleen homogenate, 4MU-alpha-Gal fluorescence, 40 min | Potency, µM (top dose mostly 80 µM), without a hit: at the highest dose activity change, negative = inhibition, usual class: inhibitors | 0.008% of 240,000 active | AID 2107;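 note: 0% = enzyme with vehicle and -100% = no enzyme basal signal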
Target sequence (P06280 32-429 limits assumed): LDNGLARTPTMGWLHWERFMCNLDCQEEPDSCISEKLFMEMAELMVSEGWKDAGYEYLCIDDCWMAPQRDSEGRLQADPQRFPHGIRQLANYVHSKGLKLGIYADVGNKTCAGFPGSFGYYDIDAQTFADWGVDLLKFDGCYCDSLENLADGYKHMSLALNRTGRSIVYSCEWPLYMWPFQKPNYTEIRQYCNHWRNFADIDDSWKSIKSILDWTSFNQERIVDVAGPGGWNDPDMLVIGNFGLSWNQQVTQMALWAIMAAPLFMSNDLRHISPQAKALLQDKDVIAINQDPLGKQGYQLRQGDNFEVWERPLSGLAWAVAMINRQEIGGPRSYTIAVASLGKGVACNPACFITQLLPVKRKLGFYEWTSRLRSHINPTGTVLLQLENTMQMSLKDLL
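Human spleen homogenate (1 ug) as enzyme source, 4-methylumbelliferyl-alpha-D-galactopyranoside 1 mM final, citrate/phosphate pH 5.0 with 0.01% Tween-20. Compounds 40 min at 37C, NaOH/glycine stop; fluorescence Ex 365/Em 440, Hill-fit AC50.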
GAA inh – inhibitors of human lysosomal alpha-glucosidase; 0.005% of 200,000 active; Potency, µM (top dose mostly 76.9 µM), for the others: at the top dose activity change, negative = inhibition, hits mostly inhibitors; P10253; purified human GAA, 4-MU-alpha-glucoside fluorescence; AID 1466;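 note: plate controls were uninhibited enzyme wells for no effect and no-enzyme background for full effect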
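Endpoint fluorogenic read: 20 min room-temperature reaction of 4 nM human alpha-glucosidase with 400 uM 4-methylumbelliferyl-alpha-D-pyranoside, pH 5.0, quenched with 1M NaOH/1M glycine pH 10. AC50 from Hill modeling.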
GAA glycogen – alters human alpha-glucosidase cleavage of glycogen; recombinant GAA, glycogen substrate, Amplex Red glucose oxidase fluorescence; Potency, µM (top dose mostly 76.4 µM), for inactives: at the highest dose activity change, negative = inhibition, actives largely listed as inhibitors; 0.38% of 300,000 active; AID 2100; P10253;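 note: 0% = full enzyme reaction and -100% = no-enzyme basal signal; the screen sought inhibitors and activators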
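Recombinant enzyme (4 nM final) with compounds titrated up to 77 uM and bovine liver glycogen (30 ug) in citrate pH 5.0, 0.01% Tween-20, 37 C 40 min. Released glucose detected by Amplex Red/glucose oxidase (Ex 573/Em 610); AC50 from Hill fits.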
The depositor's hits bear a star; ? = inconclusive; . = not tested or not shown; [ ] = remark or other dose. Calls come from the whole dose curve; as a rule, active = well fitted curve in the direction sought with a large enough effect; inconclusive = small, poorly fitted or top-dose-only effect, or another doubt; inactive = no such curve, though single readings can be large; an effect the other way counts as inactive or inconclusive. Potency is the fitted concentration of half-maximal effect.

SMILES	Tau fibril FP	GAA spleen mod	HTT ATP protect	Tau fibril ThT	Tau fluor cs	GLA spleen mod	GAA inh	GAA glycogen
Cc1ccc(N/C(CSC(N)=O)=N\S(=O)(=O)c2ccc(C)cc2)cc1	-1.0%	4.9%	6.9%	-2.4%	-5.0%	5.2%	-5.6%	5.9%
Cc1c(C(=O)OC(C)C)sc(NC(=O)c2cccnc2)c1C#N	-0.1%	-0.8%	-43.7%[inhibitor]	-6.4%	2.7%	10.0%	-12.2%	3.6%
CC(C)C(=O)N=C1NC(=O)CS1	3.1%	6.2%	.	3.9%	9.0%	10.4%	-5.8%	-2.1%
COc1ccc(N(C(C)C(=O)N/N=C(\C)C(C)(C)C)S(C)(=O)=O)cc1 (stereo unspecified)	2.1%	9.1%	-48.2%[inhibitor]	-2.3%	-4.1%	1.8%	-7.0%	-10.7%
OCCC1CN(Cc2cccn2-c2cccnc2)CCN1Cc1ccccc1 (stereo unspecified)	-5.7%	2.9%	?	-4.7%	-9.3%	9.6%	6.5%	1.1%
O=C(Nc1ccccc1[N+](=O)[O-])C1=C(O)CCn2c1nc1ccccc12	-1.1%	-2.8%	-10.6%	?	-8.0%	-3.0%	0.6%	7.3%
Cc1ccc(C(C(=O)NCc2ccco2)N(C(=O)Cc2cccs2)c2cccnc2)cc1 (stereo unspecified)	-0.8%	2.5%	4.8%[10 µM]	-3.6%	-4.1%	-0.4%	12.4%	-5.3%
CC(C)(O)C(=O)NNC(=S)NCc1ccco1	-3.7%	0.4%	6.7%	3.9%	2.5%	5.7%	-8.0%	?
O=C(O)c1ccc(N/N=C/c2cccc(F)c2)cc1	3.9%	-4.4%	-8.3%[10 µM]	4.3%	3.2%	-4.8%	4.4%	?
CC(C)CN(CC(C)C)C(=O)c1cccc(S(=O)(=O)N2CCc3ccccc32)c1	-5.9%	-2.3%	-19.9%	-2.2%	-8.5%	-6.3%	-3.1%	-0.9%
Cc1ccc(NC(=O)CSc2nnc(-c3cc4occc4n3C)n2-c2ccccc2C)c(Cl)c1	-7.6%	.	.	-6.4%	-13.5%	.	.	-9.3%[76.3 µM]
CCOc1ccc(C(=O)Nc2c(C(=O)Nc3ccccc3F)oc3ccccc23)cc1OCC	-23.5%	.	.	-4.1%	-19.9%	.	.	3.0%[76.3 µM]
CSc1snnc1-c1ccccc1	-11.8%	-12.9%	-11.2%	-1.2%	1.0%	-10.8%	-7.5%	6.6%
O=C(NNC(=S)NCC1CCCO1)c1ccc(S(=O)(=O)N2CCOCC2)cc1 (stereo unspecified)	-9.5%	-23.6%	-11.9%[10 µM]	-11.9%	-15.0%	-3.9%	5.3%	?
CC1CCN(c2nc3ccc(C(=O)N4CCN(Cc5ccccc5)CC4)cc3s2)CC1	5.4%	12.4%	-70.0%	-24.4%	-12.5%	0.5%	-9.0%	5.5%
Cc1ccccc1Nc1ncnc(N)n1	-0.2%	0.4%	3.9%	-1.9%	-2.7%	8.3%	0.4%	3.0%
O=c1sc(N2CCN(c3ccccc3F)CC2)nc2ccsc12	-19.3%	1.9%	15.3%	?	-28.1%	4.3%	-6.0%	-2.2%
CCOC(=O)c1c(N)nn(C(=O)CC)c1-c1ccccc1	10.3%	2.5%	12.8%	2.3%	5.9%	3.6%	0.4%	-7.0%
O=C(CSCC(=O)N1CCOCC1)Nc1nc(-c2ccccc2)cs1	.	1.6%	13.7%[10 µM]	.	.	-2.7%	.	1.5%
COc1ccc(N(C(=O)c2ccccc2)S(=O)(=O)c2ccc3c(c2)n(C)c(=O)n3C)cc1	-1.7%	.	.	-3.9%	-9.4%	.	.	8.5%[76.3 µM]
CCCCC(=O)Nc1ccc(C(=O)NNC(=O)c2ccco2)cc1	-2.8%	-0.6%	4.4%	-13.6%	-5.2%	6.5%	-3.8%	1.8%
CN(CC(=O)Nc1ccccc1N1CCOCC1)S(=O)(=O)c1ccc(Cl)cc1	6.8%	3.1%	?	-17.9%	-16.6%	4.1%	-4.9%	7.2%
CCOC(=O)n1c(=O)n(Cc2ccccc2C)c2ccccc21	6.7%	1.8%	-31.1%	-12.6%	-4.5%	3.5%	-3.0%	-5.9%
CC(Sc1nc2ccccc2c(=O)[nH]1)C(=O)O (stereo unspecified)	4.2%	-3.7%	0.6%	-3.5%	-5.1%	-3.2%	4.1%	4.7%
O=C1CCCS(=O)(=O)c2ccccc21	-3.0%	-11.7%	-0.6%[10 µM]	5.4%	1.4%	0.0%	10.1%	-7.1%
O=C(c1cccs1)N1C(=O)c2cccc3cccc1c23	-11.6%	5.0%	.	-2.5%	-9.6%	4.3%	4.7%	-4.8%
C/C(CC(=O)Nc1ccc(Cl)cc1Cl)=N\NC(N)=S	4.7%	-3.9%	-10.3%	-10.5%	-15.6%	-1.1%	-5.3%	22.4µM*
O=C1Nc2cc(Cl)c(Cl)cc2N(O)N1c1cccc(Cl)c1	1.5%	-6.4%	-20.2%	6.8%	2.1%	0.0%	?	-2.6%
CC(C)(C)NS(=O)(=O)c1ccc(NC(=O)c2cc(-c3ccccc3)nc3ccccc23)cc1	?	-20.6%	-14.4%	6.8%	-23.1%	-10.8%	-7.4%	-6.2%
CC(C)C(=O)Nc1nnc(-c2ccco2)s1	3.4%	1.9%	-6.6%[10 µM]	6.3%	15.6%	-11.7%	.	-4.8%
CC12CS(=O)(=O)CC1SC(=S)N2Cc1ccccc1 (stereo unspecified)	-6.1%	3.3%	-3.5%	-2.4%	-5.9%	5.5%	-1.6%	5.4%
CCOc1ccc(N=Cc2c(O)c3ccccc3oc2=O)cc1	-0.6%	-1.1%	-6.1%[10 µM]	?	-14.3%	-2.9%	4.3%	4.6%
CCOc1ccccc1NC(=O)COn1nnc2ccc(Cl)cc21	-10.1%	-13.6%	-120.8%[inhibitor]	0.2%	-11.5%	14.7%	3.5%	-14.8%
O=C(Cn1nnc2ccccc2c1=O)NCC1CCC(C(=O)O)CC1 (stereo unspecified)	4.1%	8.1%	19.2%[10 µM]	1.8%	-1.7%	2.3%	.	6.6%
Cc1ccc(Cl)cc1N(C)C(=O)c1sc2nc3n(c(=O)c2c1C)CCCC3	?	.	.	?	-22.8%	.	.	7.8%[76.3 µM]
CCC(C(=O)NC1CCCC1)N(Cc1ccco1)C(=O)Cn1nnc(-c2ccc(C)cc2)n1 (stereo unspecified)	0.7%	-0.4%	1.1%[10 µM]	0.6%	-8.6%	-0.5%	5.5%	-6.6%
CC1=CC(C)C2C(=O)N(c3ccccc3)C(=O)C2C1 (stereo unspecified)	-0.6%	-6.9%	19.4%	1.7%	7.5%	-6.8%	2.8%	3.6%
CC(C)C(=O)Nc1nc2c(ncn2C2CC(O)C(CO)O2)c(=O)[nH]1 (stereo unspecified)	4.3%	-21.4%	-9.6%	-6.2%	-4.6%	-17.9%	-11.9%	4.5%
COc1cccc(CNC(=O)CN2CCC(c3nc4ccc(C)cc4[nH]3)CC2)c1	8.8%	2.3%	.	-0.5%	0.8%	-3.0%	6.5%	-6.3%
Cc1nn(-c2ccc(Cl)cc2)c2nc(-c3cccnc3)cc(C(F)(F)F)c12	2.1%	.	.	-12.3%	-4.4%	.	.	17.0%[76.3 µM]
C/C(=N\OCC(=O)Nc1ccccc1Br)c1cccs1	-0.1%	-0.5%	-8.3%[10 µM]	-0.6%	5.6%	9.3%	-6.8%	-2.5%
CS(=O)(=O)N1CCN(c2cnn(-c3ccccc3)c(=O)c2Cl)CC1	-1.8%	10.7%	14.8%[10 µM]	-3.9%	9.0%[2.34 µM]	3.5%	12.8%	-13.2%
Cc1cc(C(=O)CCl)c(C)n1CCc1ccc(Cl)cc1	4.2%	-1.0%	-32.4%[inhibitor]	?	-16.9%	-3.7%	-0.6%	9.9%
CCOc1ccc(/C=N/NC(=O)c2nnn(-c3nonc3N)c2COc2ccc(F)cc2)cc1	?	5.4%	2.7%[10 µM]	.	-3.9%	8.8%	.	-5.2%
COc1ccc2nc(NC(=S)NC(=O)c3ccco3)sc2c1	2.6%	1.8%	-188.5%[inhibitor]	?	-18.4%	-0.9%	3.0%	-2.7%
O=C(Nc1cccnc1)c1cc2nc(C3CC3)cc(C(F)(F)F)n2n1	6.0%	1.5%	20.2%	-10.6%	0.8%	6.4%	-5.7%	6.1%

A section taken from the entries so far, as a working copy:
SMILES	Tau fibril FP	GAA spleen mod	HTT ATP protect	Tau fibril ThT	Tau fluor cs	GLA spleen mod	GAA inh	GAA glycogen
Cc1nn(-c2ccc(Cl)cc2)c2nc(-c3cccnc3)cc(C(F)(F)F)c12	2.1%	.	.	-12.3%	-4.4%	.	.	17.0%[76.3 µM]
C/C(=N\OCC(=O)Nc1ccccc1Br)c1cccs1	-0.1%	-0.5%	-8.3%[10 µM]	-0.6%	5.6%	9.3%	-6.8%	-2.5%
CS(=O)(=O)N1CCN(c2cnn(-c3ccccc3)c(=O)c2Cl)CC1	-1.8%	10.7%	14.8%[10 µM]	-3.9%	9.0%[2.34 µM]	3.5%	12.8%	-13.2%
Cc1cc(C(=O)CCl)c(C)n1CCc1ccc(Cl)cc1	4.2%	-1.0%	-32.4%[inhibitor]	?	-16.9%	-3.7%	-0.6%	9.9%
CCOc1ccc(/C=N/NC(=O)c2nnn(-c3nonc3N)c2COc2ccc(F)cc2)cc1	?	5.4%	2.7%[10 µM]	.	-3.9%	8.8%	.	-5.2%
COc1ccc2nc(NC(=S)NC(=O)c3ccco3)sc2c1	2.6%	1.8%	-188.5%[inhibitor]	?	-18.4%	-0.9%	3.0%	-2.7%
O=C(Nc1cccnc1)c1cc2nc(C3CC3)cc(C(F)(F)F)n2n1	6.0%	1.5%	20.2%	-10.6%	0.8%	6.4%	-5.7%	6.1%

High-throughput results deposited in PubChem BioAssay by National Center for Advancing Translational Sciences (NCATS).

The order is random (roughly 3.3% active in at least one column).
